TAAR1 ag: agonists of human TAAR1 | CHO RD-HGA16 TAAR1, Fluo-8 calcium fluorescence; vehicle wells 0%, saturating PEA agonist 100% | activation, % at 3 µM | actives 0.99% (n = 360,000) | AID 624467;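 active means activation above the mean activation of all test compounds in the run plus 3 SD, cut at about 38% in these data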
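Test system: RD-HGA16 (CHO) cells co-expressing Gα16 and hTAAR1; dosing: one-point dosing at 3 µM (nominal); timing: 17-24 h seeding, 75 min 37 °C dye, 30 min RT; signal: kinetic Fluo-8 calcium fluorescence; read-out basis: % activation relative to PEA EC100 response; controls: DMSO and PEA EC100; replicates: n 1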
CHO-K1 Ca ag: nonselective activator or artifact in parental CHO-K1 cells. Fluo-8 calcium fluorescence; scaled to maximal ATP response, vehicle zero. activation, % at 3 µM. actives 0.48% (n = 360,000). AID 602248; in the data active means activation above about 15%;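 further: untransfected CHO-K1 host cells lacking M1 receptor as counterscreen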
V1R ag counter: activates human V1a receptor in oxytocin agonist counter-screen. P37288. CHO-V1R cells, Fluo-8 calcium fluorescence, agonist mode; 0% DMSO, 100% 3 nM vasopressin. AID 2797. actives 0.25% (n = 320,000). activation, % at 3 µM;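 active means activation above the mean activation of all tested compounds plus 3 SD, per screening run, cut at about 20% in these data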;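 further: signal is peak over basal fluorescence ratio across a 100 second FLIPR read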
Target sequence (P37288 whole entry, looked up): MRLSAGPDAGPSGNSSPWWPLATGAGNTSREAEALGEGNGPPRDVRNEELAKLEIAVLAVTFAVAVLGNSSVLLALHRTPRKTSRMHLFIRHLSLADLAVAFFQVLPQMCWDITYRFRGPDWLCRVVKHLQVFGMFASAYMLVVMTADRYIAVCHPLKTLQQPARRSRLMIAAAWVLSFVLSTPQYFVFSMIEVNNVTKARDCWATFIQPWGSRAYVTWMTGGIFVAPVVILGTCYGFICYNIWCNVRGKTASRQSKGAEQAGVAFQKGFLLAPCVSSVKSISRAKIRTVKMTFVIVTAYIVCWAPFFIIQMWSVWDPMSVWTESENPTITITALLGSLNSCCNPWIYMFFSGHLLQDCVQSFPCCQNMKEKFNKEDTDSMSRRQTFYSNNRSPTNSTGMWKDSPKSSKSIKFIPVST
CHO-K1 Ca PAM: M1 PAM counterscreen hit in parental CHO-K1 cells. actives 0.02% (n = 360,000). activation, % at 3 µM. AID 602247. ATP EC20, Fluo-8 calcium fluorescence; 0% at ATP EC20, 100% at ATP max;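 active means activation above the run cutoff, the mean activation of all test compounds plus 3 SD, cut at about 40% in these data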;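 further: peak over basal fluorescence ratio in a 140 s read after ATP addition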
CHRM1 agonist: agonists of human M1 muscarinic receptor | P11229 | CHO-K1 hM1, Fluo-8 calcium fluorescence, agonist mode; 0% DMSO, 100% acetylcholine EC100 | activation, % at 3 µM | actives 0.33% (n = 360,000) | AID 588814;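 active means activation above the run's mean compound activation plus 3 SD, cut at about 16% in these data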;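 further: peak over basal fluorescence ratio within a 140 s kinetic read after compound addition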
CHO-K1 Ca antag: counter-screen for M1 antagonists: effect in parental CHO-K1 cells; AID 602250; ATP-induced calcium, Fluo-8 fluorescence; actives 0.6% (n = 360,000); inhibition, % at 3 µM;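 active means inhibition above a per-plate cutoff, the plate's mean sample inhibition plus 3 SD, cut at about 24% in these data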;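 further: 0% = DMSO plus EC80 ATP and 100% = DMSO alone without ATP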
TAAR1 antagonist: antagonists of human TAAR1; actives 1.5% (n = 360,000); inhibition, % at 3 µM; CHO RD-HGA16 TAAR1, Fluo-8 calcium fluorescence, antagonist;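 active means inhibition above a per-plate cutoff, the mean inhibition of test compounds on that plate plus 3 SD, cut at about 49% in these data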;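 further: 0% = DMSO plus EC80 beta-PEA response and 100% = DMSO alone without agonist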
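Test system: CHO RD-HGA16 cells bearing hTAAR1 | Reagent: β-PEA, EC80 | Compound dosing: 3 µM, single point | Schedule: Dye loading 75 min at 37 °C, then 30 min room temperature | Signal: Calcium fluorescence with Fluo-8 | Evaluation: Percent inhibition of PEA-evoked calcium signal, max/basal emission ratio | Control set: DMSO-only wells and EC80 β-PEA-stimulated wells | Repeats: Singlicate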
OXTR potentiator: potentiates the human oxytocin receptor response | AID 2445 | P30559 | activation, % at 3 µM | CHO-OTR cells, Fluo-8 calcium fluorescence, potentiator mode; 0% = oxytocin EC15, 100% = EC100 | actives 0.061% (n = 320,000);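 active means activation above that plate's cutoff, the mean activation of tested compounds plus 3 SD, cut at about 6.6% in these data, passing the limit was not always enough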;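 further: 100% uses oxytocin at 75 nM as the full agonist control; some results filed as inactive read as strong as hits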
Target sequence (P30559 whole entry, looked up): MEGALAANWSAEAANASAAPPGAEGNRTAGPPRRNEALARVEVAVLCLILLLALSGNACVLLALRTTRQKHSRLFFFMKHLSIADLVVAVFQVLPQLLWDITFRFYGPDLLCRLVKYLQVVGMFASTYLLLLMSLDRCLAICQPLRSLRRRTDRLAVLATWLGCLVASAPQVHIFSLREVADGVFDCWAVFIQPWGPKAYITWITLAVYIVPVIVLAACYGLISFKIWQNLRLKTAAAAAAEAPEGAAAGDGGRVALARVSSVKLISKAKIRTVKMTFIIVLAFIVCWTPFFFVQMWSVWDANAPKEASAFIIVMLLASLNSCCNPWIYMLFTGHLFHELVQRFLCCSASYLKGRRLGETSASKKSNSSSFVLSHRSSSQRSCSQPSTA
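Dosing: Single dose, 3.0 µM nominal final compound concentration | Material: Human OTR in CHO cells | Technique: Kinetic Fluo-8 calcium fluorescence | Benchmarks: EC15 oxytocin alone as 0%, 75 nM oxytocin as 100% | Probe or stimulus: Oxytocin at about EC15, sub-maximal agonist stimulus | Incubation: Compound 6 min at room temperature before oxytocin, 100 s read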
CHO parental Ca: counter-screen for OX1R antagonists: effect in parental CHO cells | parental CHO-K1, ATP-induced calcium, Fluo-8 fluorescence | inhibition, % at 5.6 µM | actives 0.63% (n = 330,000) | AID 463079;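 active means inhibition above that plate's mean sample inhibition plus 3 SD, cut at about 26% in these data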;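 further: 0% = ATP-challenged DMSO wells and 100% = DMSO wells without ATP; some compounds past the cut are filed as inactive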
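material = parental CHO cells | also added = ATP as calcium-mobilizing challenge | dosing = single point at 5.6 µM | detection = intracellular calcium via Fluo-8 no-wash fluorescent dye | read-out = % inhibition | benchmarks = low control ATP plus DMSO, high control DMSO only | repeats = one well per compound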
An asterisk follows results filed as active; . = not tested or not shown.

SMILES	TAAR1 ag	CHO-K1 Ca ag	V1R ag counter	CHO-K1 Ca PAM	CHRM1 agonist	CHO-K1 Ca antag	TAAR1 antagonist	OXTR potentiator	CHO parental Ca
CN1C(=O)CCS(=O)(=O)C1c1ccc(Cl)c(Cl)c1 (configuration not stated)	2	0.7	.	4	-2	5	-10	.	.
CN1C(=O)CC(N2CCN(c3ccc(Cl)cc3)CC2)C1=O (configuration not stated)	1	3.5	0.7	22	-7	1	8	-2	-8
O=[N+]([O-])c1cc(S(=O)(=O)N2CCCCC2)ccc1NCc1cccc(Cl)c1	2	0.1	1.1	31	-8	-8	14	-7	-16
CCOc1ccc(OCCC(=O)OCC(=O)NC(C)c2ccccc2)cc1 (configuration not stated)	1	0.9	1.9	3	-1	-4	-35	-8	-10
COc1cc2c(cc1OC)C(c1cccc([N+](=O)[O-])c1)N(C(=O)CCC(=O)O)CC2 (configuration not stated)	4	-0.5	-0.9	5	-2	-5	-4	-10	0
CC(C)(C)OC(=O)N1CCN(C(=O)c2[nH]cnc2C(=O)Nc2nccs2)CC1	3	0.4	0.3	9	-5	-7	-13	-1	-12
OCC1(Cc2ccc(Cl)cc2)CCN(CC2CC=CCC2)CC1 (configuration not stated)	4	3.5	0.4	12	-7	-22	-17	-16	-17
Cc1ccc(NC(=O)CN(C)C(=O)C(C)OC(=O)c2ccccc2NCCO)cc1 (configuration not stated)	4	0.3	-0.7	8	2	-2	-15	-1	-14
O=C(NC1CCN(C(=S)Nc2ccc(F)cc2)CC1)C1CCCCC1	-2	0.0	0.6	16	-2	-18	5	-3	0
COCCCn1c(SCc2nnc(-c3ccc(OC)c(OC)c3)o2)nnc1-c1ccncc1	-2	-0.2	0.1	6	-4	-4	-22	1	-1
COc1ccccc1NC(=O)c1csc2c1CCCC2	9	0.1	-0.2	13	-6	-2	-5	-9	-39
COCCN1Cc2cccc(C(=O)NCC3CCN(CC(C)C)C3)c2C1=O (configuration not stated)	-1	1.4	0.8	2	-13	5	-7	-3	-22
CC(=O)Nc1cc2c3c(c1)CCN3C(=O)CC2	1	0.1	0.8	-7	0	2	-16	3	-2
CC(=O)Nc1cccc(C(=O)OCC(=O)N2CCC(c3ccccc3)=N2)c1	8	2.8	4.9	0	-1	3	-21	-7	-10
CC(C)CN1CCC(=O)N(CCOc2ccccc2)CC1	6	0.1	-0.1	-17	2	5	0	-7	-7
CN(C)S(=O)(=O)c1ccc(N2CCCC2)c(C(=O)Nc2nc(-c3cc(F)ccc3F)cs2)c1	0	0.1	0.6	16	-1	-6	-6	5	-11
Cc1ccccc1-c1nnc(-c2cccs2)o1	2	0.3	-0.4	13	-3	-12	-12	5	-8
COc1ccccc1OCC(=O)N/N=C1/C=C(C)CC1	9	0.8	0.1	18	-11	-12	8	-6	1
COc1cccc(-n2cc(C(=O)NC(C)C)c3ccccc3c2=O)c1	-2	0.9	0.1	-2	-2	-7	9	-6	-9
COCCNC(=O)C1Cc2cc(S(=O)(=O)N3CCCC3)ccc2N1C(C)=O (configuration not stated)	2	0.0	0.7	-8	-4	-14	-28	-2	0
Cc1ccc(SCC(=O)Nc2cc([N+](=O)[O-])ccc2O)cc1	16	11	12	4	3	0	10	-27	13
Cc1cc(C)n(-c2ccc(C(=O)Nc3cccc(S(=O)(=O)N4CCCC4)c3)cc2)n1	5	5.6	8.9	-1	-10	-1	14	-28	4
Cc1ccc(C(=O)N/N=C\c2c(C)nn(-c3ccccc3)c2Cl)cn1	2	1.4	0.1	2	-3	6	-2	3	-3
COc1ccc(C2NC(=O)NC(C)=C2C(=O)OC2CCCCC2)cc1 (configuration not stated)	-2	-0.1	.	-8	-4	12	-22	.	.
Cc1cccc(CN2CCN(c3ncccn3)CC2)c1	4	0.1	0.3	-21	-6	12	-6	-14	-3

Going on with the list:
SMILES	TAAR1 ag	CHO-K1 Ca ag	V1R ag counter	CHO-K1 Ca PAM	CHRM1 agonist	CHO-K1 Ca antag	TAAR1 antagonist	OXTR potentiator	CHO parental Ca
Cc1nc(-c2ccc(NC(=O)c3ccccc3Br)cc2)cs1	2	3.0	0.9	15	-9	-2	19	-8	-1
Cc1cc(C)c(OCC(=O)NCC2COc3ccccc3O2)c(C)c1 (configuration not stated)	5	0.1	1.1	-18	-2	0	-16	-7	-23
COC(=O)c1cc(NC(=O)COC(=O)CN2C(=O)C3CC=CCC3C2=O)cc(C(=O)OC)c1 (configuration not stated)	8	1.8	.	0	-2	-7	17	.	.
CC1CCCC(C)N1C(=O)/C=C/c1ccc(S(=O)(=O)N2CCOCC2)cc1 (configuration not stated)	4	1.6	.	-13	-1	3	17	.	.
COC(=O)c1cc2c(ccn2-c2ccc(F)cc2)n1Cc1ccc(C#N)cc1	32	1.5	10	-7	0	8	-31	4	-29
C[C@@H](C(=O)Nc1cccnc1)n1c(=O)[nH]c2ccccc2c1=O	1	0.3	-0.5	-10	-2	-12	-18	-8	-6
Cc1cc(C)n2ncc(C(=O)NCc3ccc(Cl)cc3)c2n1	3	0.5	0.5	26	-1	-8	-7	-17	-38
COc1ccc(-c2cc(NC=O)c3ncc(-c4ccc(OC)c(OC)c4)n3c2)cc1OC	1	0.9	.	31	-7	-17	-23	.	.
O=C(COc1ccc(F)cc1Cl)Nc1ccccc1C(=O)N1CCCCC1	3	0.3	-1.4	-18	0	17	-37	2	99*
Cc1cccn2c(=O)c3cc(C(=O)NCC4CCCO4)c(=N)n(CCN4CCOCC4)c3nc12 (configuration not stated)	13	0.3	-1.2	5	-6	-10	-6	-13	-18
C/C(=N/OCO/N=C(\C)c1ccccc1F)c1ccccc1F	0	0.6	0.1	20	-7	-3	4	-9	-13
Cc1cc(SCC(=O)N2CCC(c3noc4ccc(F)cc34)CC2)nc2ccccc12	11	0.0	-0.7	12	-7	-20	13	1	-11
O=C(N/N=C1\CCS(=O)(=O)c2ccc(F)cc21)c1ccc(O)cc1	2	1.2	1.5	10	1	-7	1	5	-7
COc1ccc(CCNC(=O)CSCc2ccc(C)cc2)cc1OC	2	0.6	0.8	4	-4	-6	6	4	-14
COC(=O)CCCn1cc(CN2CC(N3CCN(C4CCN(C)CC4)CC3)CS2(=O)=O)nn1 (configuration not stated)	7	0.2	.	4	.	-8	-18	.	.
CC(=O)OC(C(=O)NC1CCCCC1)c1cccc(C)c1 (configuration not stated)	6	0.2	-0.7	12	-3	-6	-8	-16	6
Nc1nonc1-c1noc(CCCOc2ccc(Cl)cc2Cl)n1	9	0.2	1.3	9	-1	-3	27	-22	8
Cc1nc(N2CCN(Cc3ccc4c(c3)OCO4)CC2)c2oc3ccccc3c2n1	0	1.6	.	6	-5	-3	72*	.	.
OC(CN1CCN(C(c2ccccc2)c2ccccc2)CC1)c1ccccc1 (configuration not stated)	.	0.2	-0.6	10	-10	-17	.	1	-17
Cc1[nH]n(-c2ccccc2)c(=O)c1C(c1ccc(O)c([N+](=O)[O-])c1)c1c(C)[nH]n(-c2ccccc2)c1=O	26	5.6	12	5	11	12	35	-22	-5
O=C(COC(=O)c1cc(S(=O)(=O)N2CCOCC2)ccc1F)Nc1ccc(Cl)cn1	0	2.9	8.0	12	-3	-20	-25	-5	-17
CCCNC(=O)CSc1ccc(S(=O)(=O)N(C)C2CCCCC2)cn1	2	1.9	.	18	2	-10	-9	.	.
O=C(NCc1ccccc1)N1CCOCC1	0	2.0	-0.8	23	-4	-14	-6	-2	-6
COc1cc(N)c(C(=O)c2nccc3cc(OC)c(OC)cc23)cc1OC	9	0.3	0.9	-7	-2	4	-17	8	-14
C/C(=N\NS(=O)(=O)c1ccc(Br)cc1)c1ccncc1	5	1.6	2.0	11	1	-7	-10	1	-7

Grouped by structure, the compounds so far containing two or more sulfur atoms (2)
SMILES	TAAR1 ag	CHO-K1 Ca ag	V1R ag counter	CHO-K1 Ca PAM	CHRM1 agonist	CHO-K1 Ca antag	TAAR1 antagonist	OXTR potentiator	CHO parental Ca
CN(C)S(=O)(=O)c1ccc(N2CCCC2)c(C(=O)Nc2nc(-c3cc(F)ccc3F)cs2)c1	0	0.1	0.6	16	-1	-6	-6	5	-11
CCCNC(=O)CSc1ccc(S(=O)(=O)N(C)C2CCCCC2)cn1	2	1.9	.	18	2	-10	-9	.	.

Going on with the list:
SMILES	TAAR1 ag	CHO-K1 Ca ag	V1R ag counter	CHO-K1 Ca PAM	CHRM1 agonist	CHO-K1 Ca antag	TAAR1 antagonist	OXTR potentiator	CHO parental Ca
O=C(c1ccc(OC2CCN(C/C=C/c3ccccc3)CC2)cc1)N1CCCC1	0	2.6	3.7	-5	-5	-8	-6	-9	-18
O=C(c1ccco1)N1CCC(c2nc(-c3ccc(F)cc3)no2)CC1	3	1.1	2.0	11	-2	-11	6	-3	-2
Cc1[nH]c(C)c(S(=O)(=O)NCCc2ccc(S(N)(=O)=O)cc2)c1C(=O)N1CCCC1	3	0.0	0.0	-2	-1	1	5	-5	-1
COc1cccc(CNC(=O)c2ccc(CS(=O)Cc3ccc(C)cc3)o2)c1 (configuration not stated)	-1	1.5	2.6	-13	-2	7	1	-6	-7
CCCC(=O)Nc1ccc2c(c1)nc1n2CCOC1	10	-0.1	-0.3	9	-5	-3	-4	-12	-4
CCOC(=O)CCN(Cc1sccc1C)S(=O)(=O)c1ccc(F)cc1	0	1.0	-1.6	26	-8	-9	14	-8	-8
CC(C)(C)Cc1nnc(NC(=O)CSc2ccccc2)s1	17	1.5	1.9	19	0	-3	-19	-1	-2
CCOc1cc(N2CCOCC2)c(OCC)cc1NC(=O)Cc1ccc(OC)c(OC)c1	4	0.8	-0.2	15	-2	-47	14	-3	-17
O=C(NCCc1nc2ccccc2[nH]1)/C(=C/c1ccco1)NC(=O)c1ccc(Br)o1	2	0.9	-0.1	8	-5	-9	14	-6	-16
COc1ccc(/C=C2/SC(=S)N(CCCC(=O)Nc3cccc(O)c3)C2=O)cc1	8	6.4	6.7	18	4	1	38	-12	7
Cc1nn(-c2ccc([N+](=O)[O-])cc2)c2c1C(c1cccc(Br)c1)N1C(=N2)C(=O)Nc2ccccc21 (configuration not stated)	2	1.2	-0.3	15	-10	-12	6	4	-3
COc1cccc(NS(=O)(=O)c2ccc3c(c2)CCCN3C(C)=O)c1	6	8.1	5.2	4	4	-18	8	-6	-17
O=C1CN(C(=O)COC(=O)c2ccc(Cl)c(S(=O)(=O)N3CCCCC3)c2)c2ccccc2N1	9	6.1	6.3	12	-2	-8	24	-10	-14
CCCCn1c(N)c(N(CCOC)C(=O)CSc2ccccc2C)c(=O)[nH]c1=O	4	1.2	0.4	15	-2	-6	-19	2	-15

Compound activity deposited in PubChem BioAssay by The Scripps Research Institute Molecular Screening Center.
